# Assay outcomes from PubChem.
# GRP78 ERSR act: qHTS for Inducers of the Endoplasmic Reticulum Stress Response (ERSR) in Human Glioma: qHTS; U87-MG GRP78 promoter luciferase reporter, 16 h; AID 602332, 2012; Potency, µM, for inactives: at the top dose activation, hits mostly activators; hit rate 0.02% among 420,000; note: potency is the fitted concentration of half-maximal effect; series mostly up to about 76 µM; % of control where 0% means no effect; nearly all actives have a fitted effect of over 35% in size
#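 Stably transfected U87-MG glioma cells carrying a GRP78-based luciferase sensor; 16 h compound incubation. Luminescence end-point read 10 min after Bright-Glo addition at room temperature.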
# RXFP1 agonist: qHTS Assay for Agonists of the Relaxin Receptor RXFP1; HEK293T-RXFP1 cAMP TR-FRET, 30 min; response scale: percent of porcine relaxin response, buffer zero; Potency, µM (top dose mostly 57.5 µM), without a hit: at the highest dose activation, hits mostly activators; hit rate 0.3% among 370,000; AID 2676, 2010; note: potency is the fitted concentration of half-maximal effect; % is set by controls: 0 for no effect and ±100 for the full control effect; nearly all actives have a fitted effect of over 60% in size; many of its hits are not listed in these tables
#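 HEK293 cells stably expressing RXFP1, treated 30 min at 37C with compounds plus PDE4 inhibitor Ro 20174; cAMP measured by HTRF TR-FRET. Normalized to buffer and 29 nM porcine relaxin; EC50 by Hill fit.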
# LDHA block: qHTS assay for inhibitors of human lactate dehydrogenase. L-lactate dehydrogenase A chain (Homo sapiens), P00338. purified LDHA, NADH/diaphorase-resazurin fluorescence; active compounds read low. activity change, % (values are at about 110 or 230 µM). hit rate 0.15% among 480,000; in the data active = activity change below about -30%; inconclusive = mostly about -25% to -30%;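 note: plate controls were DMSO wells for no effect and wells without enzyme for full effect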
#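 Remaining NADH was detected by diaphorase (0.133 mg/mL) converting 37 µM resazurin to fluorescent resorufin, read at 0 and 20 minutes. The preceding 5-minute room-temperature reaction used 2 nM LDHA, 0.2 mM sodium pyruvate and 0.06 mM NADH at pH 7.4.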
# D1 antag: Antagonist of Human D 1 Dopamine Receptor: qHTS | HEK293 TREx D1 cells, calcium flux, dopamine EC80; active compounds read low | activity change, negative = inhibition, % at 10 µM | hit rate 3.2% among 360,000; in the data active = activity change below about -30%; note: % is set by controls: 0 for no effect and ±100 for the full control effect
# Target sequence (P21728 whole entry, looked up): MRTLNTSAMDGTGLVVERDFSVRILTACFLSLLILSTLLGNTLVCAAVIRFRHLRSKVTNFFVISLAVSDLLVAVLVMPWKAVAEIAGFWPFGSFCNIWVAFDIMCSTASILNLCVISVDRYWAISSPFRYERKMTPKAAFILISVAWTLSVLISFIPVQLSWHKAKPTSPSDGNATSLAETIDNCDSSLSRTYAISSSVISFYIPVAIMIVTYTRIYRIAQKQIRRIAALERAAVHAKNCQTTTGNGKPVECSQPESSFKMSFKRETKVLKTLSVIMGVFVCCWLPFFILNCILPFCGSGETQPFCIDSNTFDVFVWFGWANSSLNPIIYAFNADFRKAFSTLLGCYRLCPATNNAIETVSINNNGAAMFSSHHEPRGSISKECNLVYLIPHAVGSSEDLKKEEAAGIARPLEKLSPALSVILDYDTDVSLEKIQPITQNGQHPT
#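 Kinetic fluorescence of a calcium dye serves as the read-out. D1-expressing Hek293 Trex cells, induced overnight at 30 C, are exposed to compound for 180 s before an EC80 dopamine addition, then read 180 s further.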
# D1 PAM: Potentiators of Human D1 Dopamine Receptor: qHTS | D(1A) dopamine receptor (Homo sapiens), P21728 | HEK293 TREx D1 cells, calcium flux, dopamine EC20 potentiation | potentiation, % at 10 µM | hit rate 0.036% among 360,000 | AID 504651, 2011; in the data active = potentiation above about 30%; note: 0% is about no effect
# Vif-A3F inh: qHTS for Inhibitors of Vif-A3F Interactions: qHTS | HeLa A3F-eYFP + Vif (tagged APOBEC3F with the HIV-1 protein that degrades it), YFP fluorescence increase | Potency, µM (top dose mostly 46.1 µM), inactives show at the highest dose activity, negative = active | hit rate 0.2% among 390,000; note: potency is the fitted concentration of half-maximal effect; % of control where 0% means no effect; nearly all actives have a fitted effect of over 65% in size
#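 Fluorescence increase (Ex 488/Em 500-530) after overnight compound treatment at 37 deg C flags inhibition of Vif-driven A3F-eYFP loss in stable HeLa A3F-eYFP/Vif cells seeded overnight beforehand.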
# Vif-A3G inh: qHTS for Inhibitors of Vif-A3G Interactions: qHTS. AID 602310, 2012. Potency, µM (titrated, usually from 46.1 µM), for the others: top-dose activity, negative = active, hits mostly inhibitors. DNA dC->dU-editing enzyme APOBEC-3G (Homo sapiens), Q9HC16. HeLa A3G-eYFP + Vif (tagged APOBEC3G with the HIV-1 protein that degrades it), YFP fluorescence, overnight. hit rate 0.076% among 410,000;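 note: potency is the fitted concentration of half-maximal effect; % is set by controls: 0 for no effect and ±100 for the full control effect; nearly all actives have a fitted effect of over 60% in size; hits raise eYFP signal because A3G escapes Vif-driven loss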
#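 HeLa cells stably expressing Vif and C-terminally eYFP-tagged A3G, seeded overnight at 37 deg C, then exposed to compound by pintool overnight at 37 deg C. Rise in yellow fluorescence (Ex 488/Em 500-530, Acumen) marks blocked Vif-driven A3G degradation.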
# D2 potentiator: HTS Assay for Positive Allosteric Modulators of the Human D2 Dopamine Receptor: Primary Screen for Potentiators | D(2) dopamine receptor (Homo sapiens), P14416 | HEK293 T-REx D2, calcium flux, EC20 dopamine potentiation | potentiation, % at 10 µM | hit rate 0.34% among 340,000 | AID 485347, 2010;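 active = potentiation over 3 SD above the plate norm, cut at about 30% in these data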; note: 0% is about no effect
# Target sequence (P14416 whole entry, looked up): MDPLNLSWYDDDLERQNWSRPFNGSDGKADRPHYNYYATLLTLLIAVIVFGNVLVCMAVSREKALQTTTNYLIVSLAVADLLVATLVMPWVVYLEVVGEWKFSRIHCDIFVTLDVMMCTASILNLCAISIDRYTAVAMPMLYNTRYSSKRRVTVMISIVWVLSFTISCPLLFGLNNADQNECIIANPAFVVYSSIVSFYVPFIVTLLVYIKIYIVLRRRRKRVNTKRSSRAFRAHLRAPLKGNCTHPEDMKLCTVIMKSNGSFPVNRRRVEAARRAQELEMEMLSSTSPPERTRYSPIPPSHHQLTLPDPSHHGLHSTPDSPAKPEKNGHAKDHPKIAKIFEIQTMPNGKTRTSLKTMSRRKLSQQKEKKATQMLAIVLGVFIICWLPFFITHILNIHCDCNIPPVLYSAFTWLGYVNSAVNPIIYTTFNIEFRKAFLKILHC
#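 Calcium flux readout, no-wash dye, 1 read/s. Inducible HEK293 Trex D2 line, overnight 30 C. Compound alone 180 s (agonist flags), then EC20 dopamine, another 180 s to score potentiation.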
# D1 agonist: Allosteric Agonists of the Human D1 Dopamine Receptor: qHTS; hit rate 1% among 360,000; AID 504660, 2011; activation, % at 2 µM; D(1A) dopamine receptor (Homo sapiens), P21728; HEK293 T-REx D1 cells, calcium flux, agonist mode; in the data active = activation above about 30%; note: 0% is about no effect
#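 Tetracycline-induced HEK293 TREx D1 cells, force-coupled to calcium signalling, were dye-loaded with a no-wash calcium kit. Compound was pin-added after a 10 s baseline. Fluorescence was read kinetically at 1 cycle/s for 180 s, with calcium rises flagged as agonism.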
# * = called active by the depositor; ? = inconclusive; nt = no result given; [ ] = dose if it differs, or a comment. Unless noted, calls come from the whole dose curve; as a rule, active = well fitted curve in the direction sought with a large enough effect; inconclusive = small, poorly fitted or top-dose-only effect, or another doubt; inactive = no such curve, though single readings can be large; an effect the other way counts as inactive or inconclusive. A portion of the library; count on the stated rates, not on these rows.
Compound | GRP78 ERSR act | RXFP1 agonist | LDHA block | D1 antag | D1 PAM | Vif-A3F inh | Vif-A3G inh | D2 potentiator | D1 agonist
COc1cccc(C2CC(c3ccc(F)cc3)Nc3nc(N)nn32)c1 (stereo not drawn) | -3.5% | 1.7% | -2.8 | -6.7 | -0.5 | 2.2% | -0.1% | 4.9 | -1.7
COC(=O)CSc1nnc(-c2ccncc2)n1N | -2.8% | 0.8% | -6.7 | 7.3 | -2.9 | -0.2% | -7.0% | -4.2 | 0.4
COc1cc(S(=O)(=O)Nc2ccccc2)ccc1NC=O | -7.3% | -1.9% | 5.5 | nt | -1.7 | 0.1% | 1.0% | 12.9 | -1.2
CN1C(=O)C(C)(C)c2cc(S(=O)(=O)N3CCC(C(=O)NCc4ccccc4Cl)CC3)ccc21 | -3.6% | -0.2% | -9.0 | 9.8 | 0.5 | 0.3% | -2.8% | 9.4 | 0.1
CCOC(=O)c1cccc(NC(=O)N2CC(CC)Sc3ccccc32)c1 (stereo not drawn) | -1.0% | 1.0% | 1.9 | -5.8 | -1.1 | -8.0% | 1.5% | 4.4 | -2.0
O=C(/C=C/c1ccc(Br)cc1)c1ccc(NC2=NCCCS2)cc1 | -11.7% | 2.4% | -7.0 | -9.1 | -5.7 | -2.7% | ? | 3.2 | 3.9
Cc1n[nH]c(=O)c2c(NC(=O)CSc3nc4ccccc4c(=O)n3C(C)C)oc(C)c12 | -4.9% | 6.4% | 1.5 | -2.1 | -3.5 | -14.8% | -9.3% | -7.1 | 2.4
CN(CC(=O)N1CCN(c2ncccn2)CC1)S(=O)(=O)c1ccc(Cl)cc1 | 0.7% | 13.6% | -1.6 | -0.8 | -3.6 | 1.6% | -3.0% | -8.7 | 1.7
COc1ccc2c(C)c(C(=O)NCC(C)O)oc2c1OC (stereo not drawn) | 0.9% | 3.0% | 3.6 | 0.1 | 1.7 | 8.1% | -6.0% | 11.1 | 4.5
CC(=O)Nc1c(-c2ccc(C)cc2)nc2ccc(Cl)cn12 | -8.0% | nt | -10.5 | nt | nt | 0.0% | 0.0% | nt | nt
O=S(=O)(c1ccc(F)cc1)c1nc(-c2ccccc2)oc1N1CCOCC1 | -1.2% | 1.0% | -6.5 | 19.7 | 1.6 | -1.8% | -6.8% | -1.3 | 0.9
COCc1cc(C)n(CC(=O)NCC2CCCO2)c(=O)c1C#N (stereo not drawn) | -3.7% | 6.0% | -2.9 | -3.0 | -9.8 | -26.7% | 0.2% | 6.6 | 3.1
CN(C)S(=O)(=O)c1ccc(NC(=O)/C=C/c2ccccc2Cl)cc1 | 4.9% | 0.3% | 4.6 | -2.2 | -8.1 | 2.5% | -3.8% | 18.1 | 2.5
CCOc1ccc(CCNC(=O)c2nnn(CC(=O)Nc3ccc(OC)c(OC)c3)c2N)cc1OCC | 4.8% | -0.1% | -0.2 | -4.9 | -4.3 | 1.4% | -0.9% | nt | 10.6
CCCCCCCc1nc2c(=O)n(C)c3ccccc3c2o1 | -1.8% | 0.2% | 0.0 | -4.7 | 4.8 | -2.2% | -0.5% | -2.6 | 1.4
CCCCCCCCCC[n+]1cccc(C(=O)N(CC)CC)c1 | 1.1% | 2.0% | -8.9 | -6.1 | 1.9 | 3.1% | 4.1% | 1.3 | 1.1
C=CCNC(=O)CN1N=C(c2ccc(C)cc2)CCC1=O | -5.5% | 2.3% | -1.3 | -9.6 | 8.8 | 0.6% | 1.4% | 1.3 | 0.5
Cc1c(N2C(=O)/C(=C/c3ccccc3)SC2=S)c(=O)n(-c2ccccc2)n1C | -9.5% | -2.6% | -6.6 | -3.2 | 0.3 | 5.6% | 0.1% | 4.3 | -2.6
CCN(CC)C(=O)C(=O)Nc1cccc(Br)c1 | 3.2% | -2.0% | -9.9 | -4.4 | -1.2 | -1.4% | -0.6% | -5.0 | -0.6
Cc1ccc(NC(=O)c2cccs2)cc1NC(=O)c1cccnc1 | -1.8% | -3.2% | 0.4 | 3.8 | -3.0 | -6.8% | -4.8% | nt | 2.8
O=C(COC(=O)c1cc[n+]([O-])cc1)Nc1cccc(Cl)c1Cl | -1.5% | 0.3% | 4.2 | 2.7 | -3.5 | 14.0% | -6.8% | 6.2 | 3.3
Cc1cccc(C(=O)N/N=C2\CS(=O)(=O)N(C)c3ccsc32)c1 | 19.1% | -34.2%[inhibitor] | -1.7 | -2.7 | -0.6 | 3.9% | -0.7% | nt | 2.3
COc1cccc(CN(C)C(=O)c2cc(-c3cccs3)nc3ccccc23)c1 | -6.0% | -0.7% | -7.7 | -11.0 | -2.5 | -0.2% | -10.1% | 2.2 | 11.3
Cc1ccc(S(=O)(=O)NCc2ccccc2)cc1C(=O)NCc1ccncc1 | -1.0% | nt | 2.8 | nt | nt | -1.0% | -1.6% | nt | nt
O=C(CN1CCN(S(=O)(=O)/C=C/c2ccccc2)CC1)NCC(F)(F)F | -0.3% | 2.4% | -6.0 | 6.4 | -4.0 | -16.1% | -0.3% | -13.4 | 2.3
Cc1cc([N+](=O)[O-])nn1CC(=O)Nc1sc2c(c1C(N)=O)CCCC2 | -2.4% | 3.5% | 4.1 | -2.7 | -2.0 | -4.3% | -0.2% | 11.2 | 1.5
COc1nc(-c2ccccc2)ccc1-c1noc(-c2cccs2)n1 | -1.8% | nt | -11.7 | nt | nt | -5.6% | -12.2% | nt | nt
C=CC[C@@H](CC(=O)N(CCO)Cc1ccccc1)C(=O)N[C@H](COC(=O)[C@@H](CC=C)Cc1ccc(F)cc1)C(C)(C)C | 0.2% | nt | 0.3 | nt | nt | 0.4% | -9.4% | nt | nt
Cc1cc(C)c(-c2csc(NC(=O)C3=COCCO3)n2)cc1C | -1.1% | -0.5% | 2.9 | -7.6 | 1.4 | 3.4% | -4.5% | 2.9 | -3.2
CCn1cc(C(=O)NCCC(=O)NC(C)C)c(=O)c2cc3c(cc21)OCO3 | -0.6% | 1.5% | -0.3 | -1.1 | -0.7 | 0.7% | 4.5% | -1.9 | 2.2
O=C(NC1CCCCCC1)c1ccc([N+](=O)[O-])s1 | -10.0% | -0.2% | -3.8 | -17.2 | -2.5 | 1.1% | -24.3% | -7.1 | 1.0
Cc1ccc(NC(=O)NC(=O)CN2C(=O)NC3(CCc4ccccc43)C2=O)c(C)c1 (stereo not drawn) | -1.7% | 4.5% | -2.6 | -10.0 | -3.0 | 1.5% | 3.4% | -17.6 | 1.5
CN1CCN(c2nc3c(c(=O)n(C)c(=O)n3C)n2CCSc2nnnn2-c2ccccc2)CC1 | -3.9% | 10.1% | -1.8 | 5.7 | -9.6 | -0.4% | 2.4% | -6.6 | 1.2
COc1cc(OC)c(NC(=O)C(c2ccccc2)N2Cc3ccccc3C2=O)cc1Cl (stereo not drawn) | -1.0% | 0.8% | 5.7 | 12.7 | 0.7 | -9.5% | -9.3% | 2.2 | 3.0
C[C@]12c3[nH]c4ccccc4c3CCN1C(=O)C(CC(=O)NCc1ccco1)C[C@@H]2C(=O)N1CCOCC1 (stereo partly drawn) | -1.6% | nt | 3.3 | nt | nt | 3.9% | -1.3% | nt | nt
C=CCOc1c(Br)cc(/C=C(\C#N)C(N)=O)cc1OC | -3.4% | -2.1% | -2.9 | 1.8 | -0.1 | -24.3% | -1.0% | -4.0 | 0.8
O=C(Nc1ccc2c(c1)OCCO2)C1CCN(c2ncccn2)CC1 | 4.3% | 0.2% | -5.2 | 11.3 | 0.7 | -19.7% | -4.6% | 3.7 | 4.0
CCOc1cc(/C=N/NC(=O)C(C)Sc2ccccn2)ccc1O (stereo not drawn) | -0.1% | 0.5% | 1.1 | -6.1 | -1.9 | -25.2% | -5.5% | 2.0 | 1.7
O=C1NCCN/C1=C\C(=O)c1ccc(Cl)cc1 | -1.0% | -0.5% | -5.5 | -10.8 | 2.4 | 4.4% | -2.4% | -5.9 | 7.0
COc1ccc(-c2nn(-c3ccccc3)cc2/C=C/C(=O)NCCCn2ccnc2)cc1OC | -4.6% | 5.4% | -8.7 | -5.3 | 3.0 | 11.1% | -15.9% | 4.1 | 1.5
CC(C)(C)c1cc[n+](-c2[nH]c(=O)sc2/C=N/NC(=O)c2ccccc2[O-])cc1 | 13.4% | -1.3% | 10.5 | 18.6 | nt | ? | -1.3% | -1.8 | 12.1
COc1cccc(C(=O)C2=NN(C(C)=O)CC2c2ccco2)c1 (stereo not drawn) | -1.0% | 0.5% | -3.3 | -1.9 | -1.6 | -10.6% | -5.0% | nt | 0.0
O=C(Oc1ccc2c3c(c(=O)oc2c1)CCC3)c1ccco1 | -0.5% | 5.0% | -12.6 | -20.3 | -7.2 | -6.6% | -8.5% | -0.9 | 2.2
NC(=O)c1cnccc1C=Cc1ccccc1 | -3.1% | nt | -0.6 | nt | nt | 1.4% | -0.2% | nt | nt
COc1cccc(-c2nnc(SCc3nc4ccccc4s3)n2C)c1 | 3.3% | 0.6% | -2.4 | 2.0 | -2.0 | -8.8% | 0.0% | 3.0 | 0.4
COc1ccc(N2C(=O)C3C(c4ccc(OC)cc4O)NC(Cc4ccccc4)(C(=O)O)C3C2=O)cc1 (stereo not drawn) | -3.8% | 2.6% | 4.5 | 0.1 | -4.5 | 2.5% | 0.2% | 2.7 | 2.6
COc1cccc(CNC(=O)C(C(=O)NCc2cccc(OC)c2)c2ncc(C(F)(F)F)cc2Cl)c1 | -5.8% | 0.2% | -8.1 | -4.2 | 1.0 | -15.0% | 0.9% | 1.2 | 1.1
CCOc1ccc(Oc2ccc(Cl)cc2N)cc1 | -0.4% | 3.4% | 1.5 | -25.8 | -0.2 | 3.2% | -1.2% | nt | 1.3
